Screening results from PubChem BioAssay.
Wnt act: Wnt/beta-catenin pathway activation | Wnt/beta-catenin reporter cell assay, activator, plate reader | activation, % at 9.35 µM | 1.2% of 300,000 active; in the data active = activation above about 30%, passing the limit was not always enough; inconclusive = no clear call, values can overlap the other calls;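 also: 0% = neutral control wells and 100% = positive control wells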
Ecoli viability: reduces bacterial viability in AddAB counter-screen | 0.27% of 330,000 active | inhibition, % at 11.9 µM | AID 449728 | E. coli V3065 growth, OD600 absorbance, 18 h;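 active = inhibition above the campaign's mean inhibition across all tested compounds plus 3 SD, cut at about 9.9% in these data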;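 also: uninfected addAB+ strain grown without phage in ampicillin broth; 0% = DMSO wells and 100% = ciprofloxacin 0.95 µg/ml wells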
AddAB inh: less growth of phage-infected E. coli with AddAB. E. coli expressing H. pylori AddAB, absorbance growth. AID 435030. inhibition, % at 11.9 µM. 0.29% of 330,000 active; in the data active = inhibition above about 12%;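 also: 0% = vehicle wells of infected cells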
SR-BI HDL uptake: inhibitors of mouse SR-BI mediated HDL lipid uptake; ldlA[mSR-BI] CHO cells, DiI-HDL uptake fluorescence, 3 h; inhibition, % at 12.5 µM; 0.96% of 320,000 active; AID 488896;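 active = mean replicate inhibition of at least 70% and a set share of replicates each scoring 70 or more; inconclusive = meets just one of the two criteria; inactive = fails both criteria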;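 also: 0% = median of neutral control wells and 100% = median of positive control wells; values of inactives mirror those of a sister screen read the other way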
Target sequence (Q61009 whole entry, looked up): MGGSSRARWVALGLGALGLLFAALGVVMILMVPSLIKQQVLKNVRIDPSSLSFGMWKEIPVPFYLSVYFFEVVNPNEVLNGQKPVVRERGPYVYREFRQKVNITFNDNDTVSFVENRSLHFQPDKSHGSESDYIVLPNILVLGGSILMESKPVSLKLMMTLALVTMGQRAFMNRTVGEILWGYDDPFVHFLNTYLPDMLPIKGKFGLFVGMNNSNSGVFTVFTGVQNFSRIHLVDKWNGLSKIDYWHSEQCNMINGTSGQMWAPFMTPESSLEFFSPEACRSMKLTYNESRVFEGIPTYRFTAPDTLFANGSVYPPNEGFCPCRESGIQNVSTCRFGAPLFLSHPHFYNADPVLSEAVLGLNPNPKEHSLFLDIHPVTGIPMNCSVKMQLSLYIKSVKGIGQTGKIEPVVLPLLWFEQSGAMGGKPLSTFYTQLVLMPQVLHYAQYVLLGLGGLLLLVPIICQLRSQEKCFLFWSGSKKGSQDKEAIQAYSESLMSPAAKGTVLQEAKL
CAL PDZ FP-1: inhibitors of human CAL PDZ peptide binding; Q9HD26; purified CAL PDZ, TMR-peptide fluorescence polarization, 1 h; inhibition, % at 24.9 µM; AID 602252; 0.92% of 300,000 active;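 active = mean inhibition of at least 30% with at least half of replicates also reaching 30%; inconclusive = no clear call, values can overlap the other calls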;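 also: 0% = DMSO neutral control and 100% = excess unlabeled competitor peptide PRC23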
MITF act: increases MITF-driven TRPM1 promoter luciferase signal. 0.75% of 300,000 active. SK-MEL-5 TRPM1-promoter luciferase, 24 h; % of positive control, neutral wells = 0. activation, % at 12.5 µM. AID 588334;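 active = mean activation of at least 80% with every replicate also reaching 80%; inconclusive = mean reaches 80% but some replicate falls short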;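 also: 0% = neutral control wells and 100% = parthenolide positive control wells; values of inactives mirror those of a sister screen read the other way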
Tat export inh: blocks Tat-dependent protein export in E. coli; 0.036% of 340,000 active; AID 488895; inhibition, % at 10 µM; E. coli MC4100 TorA-mCherry Tat export, fluorescence;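 active = mean replicate inhibition at least 50% and at least half of replicates individually reaching 50%; inconclusive = only one of the two criteria met; inactive = neither criterion met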;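 also: exported cargo escapes ClpAP degradation while cytoplasmic cargo is degraded and loses fluorescence; 0% = median of neutral control wells and 100% = median of NaSCN control wells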
CAL PDZ FP-2: human CAL PDZ-peptide interaction inhibition; Q9HD26; purified CAL PDZ, TMR-peptide fluorescence polarization, 1 h; inhibition, % at 20 µM; 0.02% of 330,000 active; AID 504414;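 active = highest replicate inhibition of at least 40%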;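 also: plate controls were DMSO neutral control wells for no effect and unlabeled competitor peptide control wells for full effect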
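Test system: tagged CAL PDZ domain / Buffer or medium: sodium phosphate/NaCl buffer pH 7.4 with TCEP, IgG, Thesit / Reagent: TMR-labelled reporter peptide T*-PRC34 bound in PDZ groove / Compound dosing: single point, 20 µM / Schedule: 1 h incubation at room temperature before polarization reading / Technique: fluorescence polarization (mP) / Benchmarks: unlabelled peptide, DMSO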
SR-BI uptake up: enhances SR-BI lipid uptake from DiI-HDL | CHO ldlA[mSR-BI] cells, DiI-HDL uptake fluorescence, 3 h; 100 = double the neutral-control signal | activation, % at 12.5 µM | 0.096% of 320,000 active | AID 504775;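 active = mean replicate activation of at least 60% and every replicate at or above 60%; inconclusive = mean or all-replicate condition met, but not both; inactive = mean below 60% and not all replicates reaching 60%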;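 also: 0% = median plate neutral-control signal and 100% = twice that signal; values of inactives mirror those of a sister screen read the other way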
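Assay system: CHO ldlA[mSR-BI] cells, LDL receptor-null, SR-BI overexpressing; medium: Ham's F12 with 0.5% BSA, HEPES 25 mM, pH 7.4; also added: DiI-HDL 10 µg/mL; timing: 3 h uptake period with compound, 37 °C; signal: DiI fluorescence, bottom read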
phage Ecoli inh: E. coli growth loss with phage present. AID 651602. inhibition, % at 11.9 µM. 0.26% of 360,000 active. growth absorbance; in the data active = inhibition above about 11%
Starred values were filed as active, the others as inactive; ? = inconclusive; . = not tested or not shown.

SMILES	Wnt act	Ecoli viability	AddAB inh	SR-BI HDL uptake	CAL PDZ FP-1	MITF act	Tat export inh	CAL PDZ FP-2	SR-BI uptake up	phage Ecoli inh
OCc1cccc(Nc2ncnc3sc4c(c23)CCCCC4)c1	0	-1.6	2.8	.	.	7	3	-2.4	.	1.8
CC(C)C(NS(=O)(=O)c1ccc(Br)s1)C(=O)O (centres undefined)	-1	-0.4	4.3	.	5	-2	1	-1.7	.	3.6
Cc1cccc(C(=O)N(Cc2ccc(C)o2)C2CCS(=O)(=O)C2)c1 (centres undefined)	7	-2.4	-0.3	-5	-5	1	12	-0.3	5	-0.9
Cc1ccc(SC[C@H](CC(C)C)N2CCN(C)CCC2=O)cc1	7	.	.	-39	-2	53	-1	-1.0	39	2.3
COc1cccc(C(=O)N2CCN(c3ccccn3)CC2)c1	0	0.6	1.4	.	.	9	6	-0.8	.	2.6
COc1ccc(C(C(=O)NC2CCCC2)N(C(=O)c2ccco2)c2ccccc2C(C)=O)cc1OC (centres undefined)	-2	-1.9	0.6	.	3	.	1	-0.2	.	1.5
COc1ccc(CN(C)C(=O)C2CC(=O)N(c3ccc4c(c3)OCCO4)C2)c(OC)c1 (centres undefined)	1	1.1	-0.3	-13	-1	-4	2	-0.8	13	0.4
COc1ccccc1-c1sc2ccccc2c1-c1ccccc1OC	-1	1.2	3.3	18	1	-2	-2	-1.7	-18	1.2
O=C1CC(c2ccccc2)CC(O)=C1C=NCc1ccco1 (centres undefined)	.	-2.3	-2.4	-11	0	12	-11	-1.4	11	0.3
O=c1cc(-c2ccccc2Cl)c2c([nH]1)CCC2	-2	0.1	0.0	-7	0	2	-8	0.5	7	0.9
Cc1ccccc1C(=O)NC1CCN(Cc2nnnn2Cc2ccccc2)CC1	0	0.2	0.5	-198	-3	.	2	0.7	?	1.4
COc1cc(OC)c(OC)cc1CN1CCCC(C(=O)N2CCCC2)C1 (centres undefined)	0	1.0	-0.7	-11	-3	0	-1	0.5	11	-1.4
COc1ccc(N(C(=O)COc2ccccc2)C2C=CS(=O)(=O)C2)cc1 (centres undefined)	-2	-1.1	-2.6	-11	-4	0	-3	-2.3	11	0.3
CCCSc1ccc([C@H]2N[C@@](CC(C)C)(C(=O)OC)[C@H]3C(=O)N(CC)C(=O)[C@@H]23)cc1	-5	-1.1	-0.1	34	-1	8	2	-1.2	-34	0.5
COc1ccc(C)cc1S(=O)(=O)NC1CCCCC1	0	-1.7	1.4	6	-5	0	-2	-0.8	-6	2.1
Cc1c(C(=O)O)sc(S(=O)(=O)N2CCN(C(=O)Cc3ccccc3)CC2)c1C(=O)O	3	.	.	.	.	2	-17	-2.2	.	-2.1
CCc1cccc2[nH]c3cc([N+](=O)[O-])ccc3c12	9	0.9	-0.9	40	-8	-6	-9	0.7	-40	1.6
CCC(NC(=O)c1cc(COc2c(F)cccc2F)on1)c1ccncc1 (centres undefined)	.	-1.9	-0.4	-20	-3	17	-6	-3.4	20	.
CC1(C)C([N+](=O)[O-])C(c2ccc(O)cc2)NC(c2ccc(O)cc2)C1[N+](=O)[O-] (centres undefined)	-2	-1.8	-1.1	-20	-3	11	-8	-3.1	20	3.4
COc1ccc(C2=NOC(Cn3nc(-c4ccccc4)cc3C(=O)NCc3cccc(C(F)(F)F)c3)C2)cc1 (centres undefined)	.	0.7	2.7	18	-1	-4	-9	0.0	-18	.
Cc1cc(C(=O)Nc2ccc(C(=O)O)cc2)c(-c2ccccc2)o1	-1	-0.7	3.3	.	3	15	-3	-2.3	.	2.8
Cc1onc(-c2ccccc2Cl)c1C(=O)N(C)C1CCCCC1	0	0.9	0.4	1	.	-14	1	-0.2	-1	3.7
O=C1c2ccccc2C(O)(Cc2ccccc2)N1Cc1ccco1 (centres undefined)	-1	3.9	1.3	-4	-2	3	3	-2.6	4	2.8
O=C(O)c1cccc(NS(=O)(=O)c2ccc(NC(=O)c3ccco3)cc2)c1	-1	1.3	0.9	-1	4	8	2	-0.9	1	4.4
O=C(CN1CCN(S(=O)(=O)c2ccc(Br)cc2)CC1)N/N=C/c1ccccc1C(=O)O	-1	-1.9	1.0	-39	-3	.	0	-1.3	39	-0.1
Oc1ccc2ccccc2c1/C=N/n1cnnc1	-2	0.2	2.1	-32	.	-22	1	0.4	32	3.9
COc1ccc(/C=C/C(=O)N2CCOCC2)cc1OC	0	2.1	-0.4	-15	.	2	7	-0.2	15	-3.3
Oc1ccc(/C=N/Nc2ncnc3c2ncn3Cc2ccccc2)cc1O	10	6.5	11	8	-3	8	-8	-2.3	-8	9.9
Cc1ccc(/C=C/C(=O)OCn2nnc3ccccc3c2=O)o1	2	-1.1	-1.2	-5	-5	-10	-4	-1.2	5	0.8
CS(=O)(=O)c1nsc2nc(=O)c(/C=C3\C=Nc4ccccc43)c(N)n12	10	-2.0	2.1	-24	-8	1	-2	-5.6	24	0.9
CCc1nnc(NC(=O)CSc2nnc3c(n2)[nH]c2ccccc23)s1	0	0.9	0.5	-7	1	-5	2	-0.1	7	2.0
CCc1ccc(C(=O)NCc2ccc(Cl)cc2)cc1	8	-2.2	2.0	-19	0	39	3	-1.7	19	2.5
CCCN1Cc2cccc(C(=O)N3CCN(c4ccc(OC)cc4)CC3)c2C1=O	-1	1.1	-0.8	-6	-1	1	-3	-2.1	6	3.3
O=C(COC(=O)/C=C/c1ccc(S(=O)(=O)N2CCOCC2)cc1)NC1CCCCCCC1	-2	-1.2	-1.4	7	.	-23	1	0.4	-7	-0.1
COc1ccc(/C=C/C(=O)OCC(=O)NC2CCCCCC2)cc1OC	-1	-2.1	-0.2	7	-3	9	2	-1.1	-7	0.5
Cc1nn(CC(=O)NCc2cccnc2)c(=O)c2ccccc12	.	3.6	-1.1	-19	1	4	-5	-1.0	19	3.3
CCOc1ccc(C(=O)Nc2ccncc2)cc1	-1	1.7	3.7	4	1	41	0	-0.5	-4	1.9
O=C(N/N=C/c1cccc(OC(=O)c2ccc([N+](=O)[O-])cc2)c1)c1cccnc1	3	0.8	3.5	-10	-3	-9	3	-2.4	10	2.8
O=[N+]([O-])c1ccc(N2CCCCCC2)c(S(=O)(=O)N2CCCCC2)c1	-4	-1.8	1.5	22	-2	8	4	-0.8	-22	3.3
Cc1cc(C(=O)N/N=C/c2c[nH]c3ccccc23)cs1	-3	-1.6	1.2	0	-3	15	-3	-0.1	0	1.3
CCS(=O)(=O)N1CCN=C1SCc1ccccc1	-1	-0.2	2.4	-4	-2	-3	0	-0.9	4	2.4
O=C(Cc1ccc(Cl)cc1)Nc1ccc(CN2CCCCC2)cc1	0	-2.0	0.4	15	.	3	-3	-0.2	-15	0.5
COC(=O)c1cc(C(=O)Nc2nnc(C3CC3)s2)cc([N+](=O)[O-])c1	1	2.2	4.7	10	-5	2	-19	0.0	-10	2.3
CCN(CC(=O)Nc1ccccc1C(=O)OC)S(=O)(=O)c1ccc(OC)cc1	-1	-1.4	2.2	.	4	-11	8	-2.1	.	-0.6
COc1ccccc1N1CCN(C(=O)C2CCN(S(=O)(=O)c3ccccc3)CC2)CC1	5	0.1	-0.9	20	-1	-3	-7	-3.2	-20	2.5
O=S(=O)(c1ccc(N2CC=C(c3ccccc3)CC2)nc1)N1CCCC1	-3	0.8	-3.0	-2	.	-4	2	-1.0	2	3.2
Cn1c(=O)n(CC(=O)NC2CCCCC2)c(=O)c2ccccc21	-2	-1.3	4.3	-5	-4	.	-6	-0.9	5	1.2
CCCS(=O)(=O)N1CCCC(C(=O)NCc2cccnc2)C1 (centres undefined)	.	-0.5	3.6	-8	6	-8	7	-0.5	8	2.8
CN1c2ccccc2C(=O)/C(=C\Nc2ccc(F)cc2)S1(=O)=O	-1	1.4	2.9	8	.	.	0	-2.3	-8	4.4
NC(=O)CC(NC(=O)c1ccccc1)c1ccc(N2CCC(Br)CC2)c([N+](=O)[O-])c1 (centres undefined)	-5	-0.8	5.5	-18	-2	-9	-7	-0.4	18	2.9
Clc1ccc(-c2cn3cccnc3n2)cc1Cl	17	-2.5	-0.9	-17	-5	59	-9	-1.5	17	3.4
CCCCNC(=O)Cc1ccc(Br)cc1	0	2.7	-1.2	-19	-4	6	-2	-0.1	19	1.2
O=C(NC1CCSC1=O)c1ccc(Cl)cc1 (centres undefined)	-2	3.4	2.3	-19	.	5	-1	-3.5	19	.
Cc1ccc(C)c(Nc2c([N+](=O)[O-])c(=O)oc3ccccc23)c1	0	-0.5	3.6	-2	.	.	10	-1.1	2	2.7
COc1ccc(NC(=O)c2cc(=O)c3ccccc3o2)cn1	.	2.6	4.7	-15	-3	26	7	-1.4	15	4.2
CN1CCc2c(sc3c2C(=O)NC(c2ccc(-c4ccc(Cl)cc4)o2)N3)C1 (centres undefined)	0	-1.9	2.4	-8	.	.	-4	-1.0	8	2.4
COc1ccc(C(=O)c2ccc(OC)c(Br)c2)cc1Br	-1	-0.2	1.7	52	3	1	-5	-0.7	-52	3.6

As a working copy, some entries already given.
SMILES	Wnt act	Ecoli viability	AddAB inh	SR-BI HDL uptake	CAL PDZ FP-1	MITF act	Tat export inh	CAL PDZ FP-2	SR-BI uptake up	phage Ecoli inh
CN1c2ccccc2C(=O)/C(=C\Nc2ccc(F)cc2)S1(=O)=O	-1	1.4	2.9	8	.	.	0	-2.3	-8	4.4
NC(=O)CC(NC(=O)c1ccccc1)c1ccc(N2CCC(Br)CC2)c([N+](=O)[O-])c1 (centres undefined)	-5	-0.8	5.5	-18	-2	-9	-7	-0.4	18	2.9
Clc1ccc(-c2cn3cccnc3n2)cc1Cl	17	-2.5	-0.9	-17	-5	59	-9	-1.5	17	3.4
CCCCNC(=O)Cc1ccc(Br)cc1	0	2.7	-1.2	-19	-4	6	-2	-0.1	19	1.2
O=C(NC1CCSC1=O)c1ccc(Cl)cc1 (centres undefined)	-2	3.4	2.3	-19	.	5	-1	-3.5	19	.
Cc1ccc(C)c(Nc2c([N+](=O)[O-])c(=O)oc3ccccc23)c1	0	-0.5	3.6	-2	.	.	10	-1.1	2	2.7
COc1ccc(NC(=O)c2cc(=O)c3ccccc3o2)cn1	.	2.6	4.7	-15	-3	26	7	-1.4	15	4.2
CN1CCc2c(sc3c2C(=O)NC(c2ccc(-c4ccc(Cl)cc4)o2)N3)C1 (centres undefined)	0	-1.9	2.4	-8	.	.	-4	-1.0	8	2.4
